Screens as filed in PubChem BioAssay.
DAGLB inhibitor – blocks human DAGLB lipase activity | Q8NCG7 | HEK293T DAGLB membrane lysate, EnzChek fluorogenic substrate | inhibition, % at 5.17 µM | 340,000 compounds, 0.059% hits; in the data active = inhibition above about 34%;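 note: 0% = enzyme with vehicle and 100% = wells lacking enzyme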
CAL PDZ FP-1 – CAL PDZ (human) peptide binding inhibition | Q9HD26 | purified CAL PDZ, TMR-peptide fluorescence polarization, 1 h | inhibition, % at 24.9 µM | 300,000 compounds, 0.92% hits | AID 602252;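 active = mean inhibition of at least 30% with at least half of replicates also reaching 30%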;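 note: 0% = DMSO neutral control and 100% = excess unlabeled competitor peptide PRC23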
LANA DNA inh – KSHV C-LANA DNA binding inhibition. inhibition, % at 9 µM. 340,000 compounds, 0.078% hits. MBP-C-LANA/FAM-LBS DNA binding, fluorescence polarization;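 active = highest replicate inhibition at or above 60% at 9 µM, even if other replicates fall short; inactive = all replicates below 60% inhibition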;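 note: 0% = neutral control wells and 100% = 4 µM acridine orange control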
Cardiac RTF inh – cardiac RTF calcium desensitization; IANBD-labeled cardiac RTF, Ca2+ fluorescence; P19429+P45379; inhibition, % at 7.15 µM; 340,000 compounds, 0.12% hits;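 active = inhibition above the mean inhibition of all tested compounds plus 3 SD, cut at about 17% in these data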;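 note: assay run at fixed EC70 calcium of 1.6 mM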
cardiac RTF act – increases calcium sensitivity of human cardiac regulated thin filaments. IANBD-labeled TnC RTF fluorescence at EC20 calcium; 0% EC20 calcium, 100% full calcium. activation, % at 7.2 µM. 340,000 compounds, 0.24% hits. AID 493008;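 active = activation above the mean over all tested compounds plus 3 SD, cut at about 30% in these data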;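 note: rise in fluorescence read as greater calcium sensitivity of cardiac thin filaments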
PKA-R2B activ – activators of human PKA-R2B complex; PKA-R2B holoenzyme dissociation, Cy5-IP20 fluorescence polarization; R2B truncated from residue 108, S112A mutant; 0% DMSO only, 100% 113 µM cGMP; activation, % at 11.4 µM; 340,000 compounds, 0.079% hits;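 active = activation above a cutoff set at the mean over all compounds plus 3 SD, cut at about 18% in these data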;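 note: higher means more holoenzyme dissociation and a rise in polarization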
SR-BI uptake up – SR-BI HDL lipid transfer activation; CHO ldlA[mSR-BI] cells, DiI-HDL uptake fluorescence, 3 h; 100 = double the neutral-control signal; activation, % at 12.5 µM; 320,000 compounds, 0.096% hits;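 active = mean replicate activation of at least 60% and every replicate at or above 60%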;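 note: 0% = median plate neutral-control signal and 100% = twice that signal; values of inactives mirror those of a sister screen read the other way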
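Test system: SR-BI-overexpressing, LDLR-lacking CHO cells. Measured by: DiI fluorescence, bottom read. Medium: Ham's F12 with 0.5% BSA, HEPES 25 mM, pH 7.4. Timing: 3 h uptake period with compound, 37 °C.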
Rtt109 HAT inh – blocks Candida albicans Rtt109/Vps75 acetyltransferase activity | Q5AAJ8 | purified Rtt109/Vps75, ThioGlo CoA-SH fluorescence, 4 h | inhibition, % at 34.9 µM | 330,000 compounds, 0.16% hits;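 active = inhibition of at least 50% in every replicate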
Target sequence (Q5AAJ8 whole entry, looked up): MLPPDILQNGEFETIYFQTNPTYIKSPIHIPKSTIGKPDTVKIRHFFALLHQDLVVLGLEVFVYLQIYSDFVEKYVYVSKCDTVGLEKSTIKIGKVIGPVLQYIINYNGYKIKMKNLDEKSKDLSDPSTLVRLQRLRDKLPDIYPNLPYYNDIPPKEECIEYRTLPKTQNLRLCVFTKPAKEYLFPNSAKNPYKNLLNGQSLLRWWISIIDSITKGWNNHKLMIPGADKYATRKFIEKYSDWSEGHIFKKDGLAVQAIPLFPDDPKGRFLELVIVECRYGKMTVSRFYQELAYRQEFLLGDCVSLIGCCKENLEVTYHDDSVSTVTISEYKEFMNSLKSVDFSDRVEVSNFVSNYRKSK
Keap1-Nrf2 PPI – disrupts human Keap1 binding to Nrf2 peptide; Keap1 Kelch-Nrf2 peptide fluorescence polarization, 1536-well; inhibition, % at 9.4 µM; 340,000 compounds, 0.15% hits; AID 504523; in the data active = inhibition above about 12%;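 note: human Keap1 Kelch domain with fluorescein labeled Nrf2 9mer peptide probe; 0% = neutral control wells and 100% = peptide positive control; higher means more block of Keap1 binding to Nrf2 peptide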
Target sequence (Q14145 whole entry, looked up, the tested form may be a part): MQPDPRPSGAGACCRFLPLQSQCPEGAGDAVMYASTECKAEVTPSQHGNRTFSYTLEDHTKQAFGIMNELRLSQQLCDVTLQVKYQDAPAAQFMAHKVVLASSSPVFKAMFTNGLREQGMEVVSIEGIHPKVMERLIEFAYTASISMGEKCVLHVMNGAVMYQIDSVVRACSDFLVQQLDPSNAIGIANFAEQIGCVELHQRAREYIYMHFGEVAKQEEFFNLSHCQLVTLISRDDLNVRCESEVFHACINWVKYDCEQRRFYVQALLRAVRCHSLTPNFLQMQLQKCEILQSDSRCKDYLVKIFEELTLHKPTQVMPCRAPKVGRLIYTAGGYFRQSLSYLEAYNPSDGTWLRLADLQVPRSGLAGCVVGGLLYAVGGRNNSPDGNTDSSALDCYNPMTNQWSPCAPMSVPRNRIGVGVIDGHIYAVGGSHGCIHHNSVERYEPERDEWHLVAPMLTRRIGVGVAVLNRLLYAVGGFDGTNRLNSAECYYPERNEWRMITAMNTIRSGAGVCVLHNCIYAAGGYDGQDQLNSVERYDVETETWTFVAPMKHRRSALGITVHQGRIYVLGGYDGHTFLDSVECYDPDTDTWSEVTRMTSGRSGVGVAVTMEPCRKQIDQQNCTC
CAL PDZ FP-2 – blocks peptide binding to human CAL PDZ domain | purified CAL PDZ, TMR-peptide fluorescence polarization, 1 h | inhibition, % at 20 µM | 330,000 compounds, 0.02% hits | AID 504414;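 active = highest replicate inhibition of at least 40%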;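 note: plate controls were DMSO neutral control wells for no effect and unlabeled competitor peptide control wells for full effect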
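System: tagged CAL PDZ domain. Schedule: 1 h room-temperature incubation prior to read. Signal: fluorescence polarization (mP). Measure: percent inhibition from loss of millipolarization.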
* = called active by the depositor; / = not tested or not shown.

SMILES | DAGLB inhibitor | CAL PDZ FP-1 | LANA DNA inh | Cardiac RTF inh | cardiac RTF act | PKA-R2B activ | SR-BI uptake up | Rtt109 HAT inh | Keap1-Nrf2 PPI | CAL PDZ FP-2
COc1ccccc1N1CCN(C(=O)C(C)CS(=O)(=O)c2ccc3c(c2)NC(=O)CS3)CC1 (stereo not given) | 4 | -2 | 1.0 | -2 | -2 | -3 | -18 | -2 | -6 | -0.6
Cc1csc(NC(=O)c2ccc(C)o2)n1 | -1 | -5 | -0.8 | -7 | 4 | 4 | 8 | -4 | -7 | -1.5
CC[C@]12c3[nH]c4ccc(Cl)cc4c3CCN1C(=O)[C@@H](CC(=O)NCCC1=CCCCC1)C[C@@H]2C(=O)N1CCN(C(=O)C2CC2)CC1 | 1 | -2 | 1.2 | -4 | -3 | -6 | -11 | 7 | -9 | -0.4
CCS(=O)(=O)NCCCc1ccccc1 | 0 | -2 | -1.7 | 5 | -7 | -9 | 5 | 1 | -1 | 0.8
Cc1oc(-c2cccs2)nc1CN1CCN(CCC(C)C)C(CCO)C1 (stereo not given) | 2 | -2 | 0.2 | -3 | -3 | -9 | 18 | / | 4 | -1.4
CN1CCc2c(sc3nc(SCC(=O)N4CCCCC4)n(-c4ccccc4)c(=O)c23)C1 | 2 | -4 | -3.6 | -16 | 2 | 12 | 21 | -178 | -7 | -1.3
O=C(Nc1ccc(Cl)cc1)Nc1nnc(-c2ccncc2)s1 | 3 | -2 | 0.4 | -16 | 3 | -14 | 12 | 2 | 3 | -4.8
COc1ccc2nc(Nc3nc(-c4ccncc4)cs3)sc2c1 | 14 | 0 | -2.7 | -5 | 8 | -1 | -80 | 4 | -1 | -0.8
COC(=O)c1ccc(OC(=O)C2CC(=O)N(c3ccc(C)cc3C)C2)cc1 (stereo not given) | -1 | -4 | 0.0 | -9 | 2 | 6 | 15 | 1 | -17 | /
O=C(C1=C[C@@H](c2ccc(C(F)(F)F)cc2)C[C@@H](OCc2ccc(CO)cc2)O1)N1CCOCC1 | -3 | 0 | 4.6 | 3 | 3 | -4 | 19 | -5 | 4 | -0.3
CCOC(=O)c1cnn(-c2nc(-c3ccccc3F)cs2)c1C(F)(F)F | -21 | / | 1.4 | -7 | 2 | 0 | -4 | -1 | -2 | -0.7
CC(C)(Oc1ccc(Cl)cc1)C(=O)OCn1nnc2ccccc2c1=O | -6 | -4 | 1.9 | -5 | 3 | -5 | -5 | 5 | -1 | -0.4
CS(=O)(=O)c1ccc(Cl)c(NC(=O)COC(=O)Cc2c[nH]c3ccccc23)c1 | 2 | -5 | -0.1 | 1 | -1 | -5 | -17 | -2 | -2 | -2.1
O=C(CC1C(=O)NCCN1Cc1ccc(-c2ccccc2)cc1)NCc1ccccc1 (stereo not given) | 1 | 0 | 0.9 | -2 | 1 | -9 | -6 | -20 | -2 | 0.1
CCCc1[nH]nc2c1C(C1CC=CCC1)C(C#N)=C(N)O2 (stereo not given) | 1 | 0 | 0.4 | 7 | -2 | -1 | -14 | 1 | 1 | -1.7
O=S(=O)(NCCN1CCCC1)c1ccc(C(F)(F)F)cc1 | 1 | 0 | 2.3 | 1 | 3 | -4 | / | 4 | -4 | 0.7
O=C(NCCCNC(=O)c1cnccn1)c1ccc(Br)cc1 | -6 | 13 | -1.7 | -1 | -1 | 1 | / | 3 | 0 | -3.6
COc1ccc(OC)c(-c2nc(C(=O)NC3CCN(Cc4ccccc4)CC3)cc3c2[nH]c2ccccc23)c1 | -7 | -14 | -2.1 | -13 | 5 | -1 | -9 | 6 | -9 | -2.8
COc1ccc(-n2ncc3c2CC(C)(C)CC3NC(=O)c2ccc(OC)o2)cc1 (stereo not given) | 6 | -9 | 0.0 | -4 | -2 | -1 | -46 | 16 | 3 | -2.5
O=C(Nc1cccc(C(=O)Nc2ccc(Cl)cn2)c1)c1ccccc1 | -4 | -2 | 5.7 | -13 | 8 | 9 | -59 | -7 | -4 | 0.2
O=C(NCc1ccco1)c1ccc(OCC2CCCO2)cc1 (stereo not given) | 0 | -4 | 1.8 | -6 | 1 | -3 | -1 | -2 | -8 | -0.5
CCOc1ccc(C(=O)Nc2c3c(nn2-c2cccc(C)c2C)CS(=O)C3)cc1 (stereo not given) | -1 | / | -0.9 | -3 | -6 | -15 | -24 | 18 | 1 | 0.1
CCCCNC(=O)Nc1ccc(Br)cn1 | 2 | -3 | 2.1 | -6 | -1 | -2 | 16 | 6 | -5 | -0.4
Cc1ccc(OC(=O)CCNC(=O)c2ccccc2Cl)c(Br)c1 | -1 | -7 | 0.5 | -3 | -1 | -9 | 8 | 7 | -1 | -2.5
O=C(CSc1cccc2cccnc12)OCC(=O)c1ccccc1 | -13 | -4 | -1.4 | 5 | 12 | 15 | 4 | 7 | 0 | -0.4
Cc1cc(C)nc(NS(=O)(=O)c2ccc(NC(=O)Cn3c(=O)oc4ccccc43)cc2)n1 | -2 | -2 | 0.3 | -6 | 9 | 3 | 11 | -2 | -6 | -0.7
Cn1nc(C(=O)NNC(=O)COc2ccccc2)c2ccccc2c1=O | 0 | -2 | -0.4 | -2 | 1 | -3 | 6 | -2 | -5 | -2.3
Cc1cc2c(c(=O)n1Cc1ccco1)C(c1cccnc1)C(C#N)=C(N)O2 (stereo not given) | -3 | -3 | 1.1 | -12 | 11 | -5 | 35 | 5 | -3 | 0.7
COCCNc1nc2ccccc2n2cnnc12 | -1 | -3 | 5.7 | -3 | -2 | -12 | 38 | 1 | 1 | 0.1
Cc1cc(C)cc(-n2ncc3c2CCCC3NC(=O)C2(C(N)=O)CC2)c1 (stereo not given) | 2 | -7 | -0.2 | -3 | 0 | -5 | 1 | -10 | 4 | 0.8
Clc1ccc(-c2nnc3ccccn23)cc1 | -2 | / | 0.4 | -11 | 2 | 5 | -5 | -7 | 3 | -1.2
CC(NC(=O)COc1ccccc1)C(=O)NCc1ccccc1Cl (stereo not given) | 0 | / | 0.0 | 1 | 2 | -11 | 7 | -2 | 3 | -0.6
CC(C)N1CCC(N2CCN(Cc3cc(F)ccc3-n3cccn3)CC2CCO)CC1 (stereo not given) | / | -5 | -0.7 | / | / | / | 19 | 20 | -3 | 0.1
Fc1ccc(Cn2c(-c3cscn3)nc3ccccc32)c(Cl)c1 | -4 | -4 | -0.1 | 0 | -5 | -5 | -25 | 2 | 0 | /
CN(CCN1CCOCC1)C(=O)CC1C(=O)NCCN1Cc1ccccc1C(F)(F)F (stereo not given) | 2 | 0 | 1.5 | 1 | 3 | -3 | 15 | -4 | -4 | -0.8
CCN1CCCC1CNC(=O)C(=O)NCc1ccccc1 (stereo not given) | 0 | 8 | 1.9 | -6 | 0 | 4 | 14 | -5 | -8 | -1.7
CC1=C(C(=O)Nc2ccc(C(=O)NCCCN3CCCCC3)cc2)SCCO1 | 2 | 0 | 1.6 | -4 | 5 | -5 | -7 | -4 | 6 | -1.5
O=C1CC(c2ccccc2)CC(O)=C1C=NCCCN1CCOCC1 (stereo not given) | 2 | -1 | 3.1 | -6 | 3 | -4 | 12 | -17 | -5 | -1.7
CC(C)N(C(=O)CN1C(=O)NC2(CCCCCC2)C1=O)C(C)C | 0 | 0 | -1.6 | -5 | -1 | 4 | 18 | -3 | 1 | -0.1
Cc1ccc(-c2nc(N)n(C(=O)c3cccs3)n2)cc1 | 1 | 83* | 2.1 | -7 | -4 | 5 | 28 | -8 | -1 | 10
CCN1CCN(c2nc3c(C)cccn3c(=O)c2/C=C(\C#N)S(=O)(=O)c2ccc(C)cc2)CC1 | -2 | -9 | -0.8 | -13 | 3 | 11 | 32 | 30 | -4 | -3.2
CC(C)=C(NC(=O)c1ccccc1)C(=O)Nc1cccc(C(=O)O)c1 | 1 | / | 0.0 | -4 | 1 | -7 | 11 | 1 | -5 | -0.1
COc1cc(/C=N/NC(=O)c2ccccn2)ccc1OC(=O)c1cccs1 | -3 | -2 | -1.0 | 0 | 4 | -1 | -19 | -3 | 2 | -0.5
C=COCCCNc1ncnc2sc(-c3ccccc3)cc12 | -2 | 28 | -3.5 | -10 | -4 | -7 | -36 | 0 | 5 | -4.1
COc1ccc(-c2cc(C(=O)c3c(N)n(C)c(=O)n(C)c3=O)c3ccccc3n2)cc1OC | -1 | -5 | 1.7 | -9 | 1 | -10 | 0 | -1 | -2 | -5.6

An excerpt from above in order of their number in DAGLB inhibitor, low to high.
Structure,DAGLB inhibitor,CAL PDZ FP-1,LANA DNA inh,cardiac RTF act,PKA-R2B activ,SR-BI uptake up,Rtt109 HAT inh,Keap1-Nrf2 PPI,CAL PDZ FP-2
Fc1ccc(Cn2c(-c3cscn3)nc3ccccc32)c(Cl)c1,-4,-4,-0.1,-5,-5,-25,2,0,/
CCN1CCCC1CNC(=O)C(=O)NCc1ccccc1 (stereo not given),0,8,1.9,0,4,14,-5,-8,-1.7
CN(CCN1CCOCC1)C(=O)CC1C(=O)NCCN1Cc1ccccc1C(F)(F)F (stereo not given),2,0,1.5,3,-3,15,-4,-4,-0.8

Another view of part of the listing above:
Structure,DAGLB inhibitor,CAL PDZ FP-1,LANA DNA inh,Cardiac RTF inh,cardiac RTF act,PKA-R2B activ,SR-BI uptake up,Rtt109 HAT inh,Keap1-Nrf2 PPI,CAL PDZ FP-2
CN(CCN1CCOCC1)C(=O)CC1C(=O)NCCN1Cc1ccccc1C(F)(F)F (stereo not given),2,0,1.5,1,3,-3,15,-4,-4,-0.8
CCN1CCCC1CNC(=O)C(=O)NCc1ccccc1 (stereo not given),0,8,1.9,-6,0,4,14,-5,-8,-1.7

Further compounds.
SMILES | DAGLB inhibitor | CAL PDZ FP-1 | LANA DNA inh | Cardiac RTF inh | cardiac RTF act | PKA-R2B activ | SR-BI uptake up | Rtt109 HAT inh | Keap1-Nrf2 PPI | CAL PDZ FP-2
O=C(O)c1ccc2c3c(cccc13)C(=O)N(c1ccccc1)C2=O | 0 | -1 | 5.3 | -1 | 3 | 1 | 1 | 4 | -1 | 0.0
CN(C(=O)c1ccc(NC(=O)Cc2cccc(NC(=O)C3CCN(C(=O)C4CCCCC4)CC3)c2)cc1)C1CCCC1 | 0 | -6 | 1.2 | 3 | -6 | -7 | -49 | 7 | 3 | -2.1
O=C(O)CSCC(=O)Nc1ccc(S(=O)(=O)N2CCCCC2)cc1 | -2 | 28 | 1.0 | 0 | 0 | -10 | 10 | -3 | -4 | -3.9
O=C(CN1C(=O)NC(Cc2ccccc2)C1=O)Nc1ccc(F)c(Cl)c1 (stereo not given) | 0 | -8 | -1.9 | 2 | -2 | 1 | / | 21 | -3 | -1.5
CC(Oc1ccc(C(=O)c2ccc(F)cc2)cc1)C(=O)N1CCOCC1 (stereo not given) | 2 | -2 | 0.5 | 5 | -1 | -12 | -19 | -4 | -2 | -2.0
C=CC[C@@H](CC(=O)N[C@@H](CO)Cc1ccccc1)C(=O)NCCOC(=O)[C@@H](CC=C)CC(=O)OC(C)(C)C | -3 | -5 | -0.6 | -1 | -1 | 10 | 5 | 0 | -6 | -0.1
O=C(CCl)NC1(C(F)(F)F)C(=O)Nc2c1c(=O)[nH]c(=O)n2-c1ccccc1 (stereo not given) | -4 | / | -1.5 | -2 | 4 | -7 | 12 | 10 | -6 | -0.1
